# ARNT TACC3 PPI = disruptors of ARNT/TACC3 protein interaction, primary screen, biochemical, AlphaScreen, single concentration. AID 623870, 2012. actives 0.66% (n = 390,000). Transforming acidic coiled-coil-containing protein 3 (Homo sapiens), Q9Y6A5. inhibition, % at 9.99 µM. AlphaScreen His-ARNT PAS-B/GST-TACC3 binding, luminescence; TACC3 fragment carries E629A point mutation;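 active = mean inhibition of replicates at least 50% and at least half of replicates each reaching 50%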;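 note: 0% = complete ARNT plus TACC3 wells and 100% = ARNT alone without TACC3; many hits fall short of the cut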
# XiGFP reactiv = activators of inactive X chromosome reactivation, primary screen, imaging, XiGFP fibroblasts, GFP high-content imaging, set 2 | activation, % at 7.58 µM | actives 0.055% (n = 360,000) | XiGFP mouse fibroblasts, % GFP-positive cells imaging, 3 d; cells co-treated with 5-aza-dC sensitizer; scaled so ellipticine positive control = 100%;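 active = mean normalized replicate activation at least 10% and every replicate at or above 10%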;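 note: 0% = median of on-plate neutral control wells and 100% = ellipticine 6 µM median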
#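 Assay system: SV40-immortalized XiGFP fibroblast cells, line 68-5-11; buffer or medium: DMEM plus 5-aza-dC sensitizer; compound: one concentration, pinned; timing: compounds 3 days, fix/stain 15 min at room temperature; benchmarks: positive control ellipticine, 6 µM final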
# GSIS activator = GLuc luminescence reporter in INS-1E cells, primary screen for activators of glucose-dependent secretion of insulin. activation, % at 16.6 µM. INS-1E GLuc reporter insulin secretion, 2-3 h. actives 0.61% (n = 370,000);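 active = lowest replicate activation of at least 40%, so every replicate reaches that level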;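 note: 0% = median of neutral control wells and 100% = median of IBMX positive control wells; some compounds called inactive have numbers as strong as hits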
# RAD54 branch = inhibitors of human RAD54 branch migration, primary screen, biochemical, fluorescence, single point | RAD54 Holliday junction branch migration, FAM/BHQ fluorescence | inhibition, % at 10.4 µM | actives 0.14% (n = 360,000) | AID 602329, 2012;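 active = mean normalized replicate activity at least 40 and at least half of replicates scoring 40 or more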;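 note: 0% = median of neutral control wells and 100% = median of positive control wells; inhibitors cause a drop in the FAM fluorescence signal; in these data hits start at about 50%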
# ERAP1 inh = human ERAP1 aminopeptidase inhibitors, primary screen, biochemical, single point, plate reader. Endoplasmic reticulum aminopeptidase 1 (Homo sapiens), Q9NZ08. recombinant ERAP1, Leu-AMC fluorescence, 60 min. inhibition, % at 10.7 µM. actives 0.15% (n = 340,000);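 active = mean replicate inhibition of at least 30%, or all replicates individually reaching that 30% level; inactive = mean below 30% and not every replicate reaching it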;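 note: 0% = neutral control wells and 100% = L-leucinethiol positive control wells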
# RAD52 inh = RAD52 DNA annealing inhibitors, primary screen, biochemical, FRET, single point, set 2. DNA repair protein RAD52 homolog (Homo sapiens), P43351. recombinant RAD52 DNA annealing, FRET fluorescence. inhibition, % at 18.7 µM. actives 0.46% (n = 360,000). AID 651710, 2012;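 active = every replicate showing at least 50% inhibition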
# Target sequence (P43351 whole entry, looked up): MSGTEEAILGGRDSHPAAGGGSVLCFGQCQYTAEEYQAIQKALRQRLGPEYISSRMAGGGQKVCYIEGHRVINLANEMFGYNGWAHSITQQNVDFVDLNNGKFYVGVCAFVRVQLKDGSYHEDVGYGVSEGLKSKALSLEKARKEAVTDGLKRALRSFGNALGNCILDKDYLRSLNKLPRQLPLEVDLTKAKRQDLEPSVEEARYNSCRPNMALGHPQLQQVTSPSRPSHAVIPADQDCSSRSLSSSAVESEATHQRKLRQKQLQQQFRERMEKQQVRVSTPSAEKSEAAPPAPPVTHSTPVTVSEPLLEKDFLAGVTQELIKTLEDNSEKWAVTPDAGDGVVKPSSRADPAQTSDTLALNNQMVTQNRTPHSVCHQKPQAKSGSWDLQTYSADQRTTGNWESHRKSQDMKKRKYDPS
# CFTR F508del cor = F508del CFTR correction, initial screen, CFBE line, single point | CFBE cells, YFP halide quenching; stimulated with forskolin plus potentiator P3; % fluorescence drop versus neutral controls | activity (quench increase), % at 7.58 µM | actives 0.36% (n = 350,000) | AID 720511, 2013;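 active = mean added fluorescence quench of at least 8% versus neutral control, with both replicates also reaching 8%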;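 note: cells transiently co-express mutant CFTR-F508del with the halide-sensitive YFP; corrector assay measuring rescue of mutant channel to the surface after 24 h compound exposure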
# esBAF inh = Bmi1 luciferase reporter increase in mESCs, primary screen, esBAF inhibitor project, mouse ES cells, Bmi1 luciferase knock-in, single point; 24 h; 100% = twice the neutral-well signal; reporter increase, % at 12.5 µM; actives 2% (n = 350,000); AID 602393, 2012; in the data active = activation above about 40%;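 note: 0% = median of the plate's neutral control wells and 100% = double that signal; a rise in the Bmi1 reporter signal indicates esBAF inhibition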
# * = called active by the depositor; / = not tested or not shown.
SMILES,ARNT TACC3 PPI,XiGFP reactiv,GSIS activator,RAD54 branch,ERAP1 inh,RAD52 inh,CFTR F508del cor,esBAF inh
COC(=O)c1c(C)[nH]c(C)c1C(C)=O,-3,0.1,-5,-4,3,-7,-0.6,/
Cc1noc(C)c1NC(=O)Nc1cccc2c1O[C@H](CN(C)Cc1ccc(Oc3ccccc3)cc1)[C@@H](C)CN([C@@H](C)CO)C2=O,8,-0.7,-39,9,-1,15,0.0,8
Cc1cccc(NCc2nc3ccccc3n2C)c1,2,/,6,8,/,/,/,61*
S=C(NCCNC(=S)Nc1ccccc1Cl)Nc1ccccc1Cl,7,0.2,-10,10,2,-6,-0.5,0
COc1ccc2[nH]c3c(NCCC4=CCCCC4)ncnc3c2c1,1,0.4,-55,/,-1,-5,-1.9,/
O=C(O)C1c2ccccc2Cc2ccccc21,/,0.7,4,11,2,2,0.6,-5
CCOC(=O)C1CCN(C(=O)c2cccc(S(=O)(=O)Nc3ccc(C)cc3C)c2)CC1,/,0.0,/,/,2,4,2.9,/
COc1cc2cc(CCCOC(=O)c3cccc(Br)c3)oc(=O)c2cc1OC,1,0.0,4,2,/,/,0.3,-1
C[C@@H]1CN([C@@H](C)CO)C(=O)c2cc(-c3ccncc3)cnc2O[C@H]1CN(C)S(=O)(=O)c1ccccc1,-3,-0.8,-4,1,6,-3,0.6,-1
O=C(C[C@H]1CC[C@H]2[C@@H](COC[C@@H](O)CN2C(=O)c2cnccn2)O1)N1CCN(c2ccccc2)CC1,-1,0.1,7,-8,/,/,1.8,-2
O=C(C[C@@H]1CC[C@@H]2[C@H](COC[C@H](O)CN2C(=O)c2ccccc2F)O1)NCc1ccc(-c2ccccc2)cc1,-1,0.4,-17,0,2,10,2.6,0
CCOC(=O)c1csc(NC(=O)CN2CCCCC2)n1,-2,0.0,-22,-2,-2,-6,-0.6,5
Cc1ccc(-c2cc(-c3ccccc3)nc(N/N=C/c3cccnc3)n2)cc1,22,/,-37,5,/,/,/,21
Cn1c(C(=O)OC(C(=O)NC(C)(C)C)c2cccnc2)cc2sccc21 (configuration not stated),0,0.0,0,/,4,-16,-0.1,/
CCOC(=O)c1cnn(-c2ncnc3sc4c(c23)CCC4)c1N,10,/,33,/,11,-2,-0.9,/
O=C(Nc1ccc(F)c(Cl)c1)C1CCCN(C2=NS(=O)(=O)c3ccccc32)C1 (configuration not stated),-4,0.0,-25,1,-3,-10,2.5,5
Cc1noc(C)c1NC(=O)N(C)C[C@H]1Oc2ccc(NC(=O)CCN3CCOCC3)cc2C(=O)N([C@@H](C)CO)C[C@@H]1C,-5,0.2,3,4,6,7,-1.5,-1
COc1ccc(C(=O)OCC2CC(c3ccccc3)=NO2)cc1OC (configuration not stated),/,0.3,19,/,1,-4,/,/
COc1cccc(C(=O)OCC(=O)N2CCc3ccccc3C2)c1OC,/,0.1,-10,4,-6,-13,0.3,-7
Cc1cccc(C)c1NC(=O)C1C2C=CC(C2)C1C(=O)O (configuration not stated),-6,0.0,-3,-9,-62,-7,-4.7,-2

# Part of the list above, as tab-separated lines:
Molecule	ARNT TACC3 PPI	XiGFP reactiv	GSIS activator	RAD54 branch	ERAP1 inh	RAD52 inh	CFTR F508del cor	esBAF inh
Cc1ccc(-c2cc(-c3ccccc3)nc(N/N=C/c3cccnc3)n2)cc1	22	/	-37	5	/	/	/	21
Cn1c(C(=O)OC(C(=O)NC(C)(C)C)c2cccnc2)cc2sccc21 (configuration not stated)	0	0.0	0	/	4	-16	-0.1	/
CCOC(=O)c1cnn(-c2ncnc3sc4c(c23)CCC4)c1N	10	/	33	/	11	-2	-0.9	/
O=C(Nc1ccc(F)c(Cl)c1)C1CCCN(C2=NS(=O)(=O)c3ccccc32)C1 (configuration not stated)	-4	0.0	-25	1	-3	-10	2.5	5

# The list goes on:
SMILES,ARNT TACC3 PPI,XiGFP reactiv,GSIS activator,RAD54 branch,ERAP1 inh,RAD52 inh,CFTR F508del cor,esBAF inh
Cc1ccc([N+](=O)[O-])c(NC(=O)COC(=O)CCNS(=O)(=O)c2cccs2)c1C,/,0.0,-8,9,-2,-7,0.9,-7
Cc1noc(C)c1NC(=O)N[C@H]1CC[C@H](CC(=O)Nc2ccccc2)O[C@H]1CO,4,0.0,20,-11,1,-9,0.8,-3
CCN(CC)CCn1c(O)c(N=O)c2ccccc21,-1,/,2,-5,1,-7,2.1,-9
Cc1nc(C)c(-c2ccc(SCc3ccc([N+](=O)[O-])cc3)nn2)s1,10,0.2,-9,7,0,-1,2.6,-1
CC(=O)N(C)C[C@@H]1Oc2cc(-c3cccc(F)c3)ccc2S(=O)(=O)N([C@H](C)CO)C[C@H]1C,2,-0.8,3,2,-1,-11,0.1,0
Cc1cc(=O)[nH]c(SCC(=O)Nc2ccc3c(c2)CCC3)c1C#N,5,0.0,/,4,2,-41,-0.7,-7
CC(C)COC(=O)N(C)C[C@H]1OCc2ccccc2-c2ccccc2C(=O)N([C@H](C)CO)C[C@H]1C,2,0.1,1,1,1,5,2.5,-8
CNC[C@H]1Oc2ccc(NC(=O)CCN3CCOCC3)cc2C(=O)N([C@@H](C)CO)C[C@@H]1C,/,-1.3,11,/,/,/,-1.1,-4
CCOC(=O)c1c(C)[nH]c(C)c1C(=O)CSc1nc2ccccc2c(=O)n1-c1ccc(C)cc1,-8,0.0,-3,/,/,/,/,-5
CC(C)n1c(-c2ccccc2)nc(=S)c2c1CCCC2,/,-0.1,-5,/,-1,-18,1.1,/
Cc1ccc2nc(COc3ccc(N(C)S(=O)(=O)c4ccccc4)cc3)cc(=O)n2c1,6,0.1,-12,/,-2,-22,4.5,/
C[C@@H]1CN([C@@H](C)CO)C(=O)c2c(c3ccccc3n2C)-c2ccccc2CO[C@@H]1CN(C)C,11,0.2,19,1,0,19,2.0,-11
O=C(NNC(=O)c1cc(-c2cccc(Br)c2)nc2ccccc12)c1csc(N2CCOCC2)n1,-4,0.0,7,1,-2,-2,0.0,-3
C[C@H](CO)N1C[C@H](C)[C@H](CN(C)Cc2ccc3c(c2)OCO3)Oc2c(NS(=O)(=O)c3cccs3)cccc2C1=O,-7,-0.9,10,-3,6,-12,-0.7,-3
N#CCCN(C(=S)NC(=O)C1CCCCC1)c1ccccc1F,-3,0.1,-10,0,-1,-11,1.0,1
CCc1cc(Cn2nc(-c3ccccc3)cc2C(=O)NCc2ccccc2OC)on1,/,-0.1,-17,5,0,-9,-1.0,12
CCOC(=O)C(=CNc1cc(C)ccn1)C(=O)OCC,-3,0.2,16,1,2,0,/,4
O=C(C[C@H]1CC[C@@H]2[C@H](COC[C@@H](O)CN2Cc2nccs2)O1)NCc1ccc(Oc2ccccc2)cc1,-4,0.0,2,0,-2,-5,-1.4,6
O=C(NC1CCCC1)c1csc2c1CCCC2,-2,/,/,/,7,8,-0.2,-3
N#CCc1nn(-c2ccccc2)c(N)c1C#N,-1,/,33,-2,1,-6,/,0
COc1ccccc1-c1nnc(SCC(=O)Nc2ccccc2)o1,-7,/,-29,1,8,-12,-3.0,51*
COc1ccc(S(=O)(=O)CCc2nnc(NC(=O)c3ccc(F)cc3)s2)cc1,/,0.0,-10,2,-2,-14,-5.3,-3
Cc1ccc(C(=O)OC(C)C(=O)Nc2ccc(Cl)cn2)s1 (configuration not stated),/,0.1,0,6,-2,-10,-4.0,1
COc1cccc(NC(=O)N2CCCC2C(=O)NC2CCCCC2)c1 (configuration not stated),-3,0.2,-7,8,4,-10,0.9,-4
COC(=O)C1=C(CS(=O)(=O)c2ccccc2)NC(=O)NC1c1ccc(O)cc1 (configuration not stated),-4,0.0,9,-6,-1,-12,1.2,17
CCNC(=O)[C@H]1[C@H](CO)[C@H]2Cn3c(cccc3=O)[C@@H]1N2C(=O)c1ccc(F)cc1,/,0.9,13,/,2,-10,1.8,/
Cc1ccc(SC[C@H](Cc2ccccc2)N2CCN(CCc3ccccc3)CCC2=O)cc1,-2,0.1,-11,-7,-1,-34,5.1,-1
COc1ccc2c3c(n(C)c2c1)[C@@H](CO)N(C(C)=O)CC31CCN(C(=O)c2ccccc2)CC1,/,0.3,-1,/,2,7,-0.7,/
O=S(=O)(NCC1CCCO1)c1ccc(Cl)nc1 (configuration not stated),1,0.9,44*,/,2,-14,-0.1,-2
C[C@@H]1CN([C@@H](C)CO)C(=O)c2cccc(NS(=O)(=O)c3cccs3)c2O[C@@H]1CN(C)Cc1ccc(Cl)c(Cl)c1,-3,-0.1,-28,-18,-1,-1,-1.4,1
Cc1cc(C)c(C#N)c(SCC(=O)Nc2ccc(S(=O)(=O)Nc3onc(C)c3C)cc2)n1,-3,0.1,-1,-4,/,-18,1.3,-6
Cc1ccc(Oc2ccccc2NC(=O)C2=COCCO2)cc1,15,0.0,-8,/,2,-1,-1.7,/
Cc1ccc(S(=O)(=O)N(C)C[C@H]2Oc3ccc(NC(=O)Nc4ccc5c(c4)OCO5)cc3C(=O)N([C@H](C)CO)C[C@@H]2C)cc1,1,0.1,-2,0,2,-15,2.8,14
O=C(c1ccco1)N1CCCC(c2nc3c(nnn3Cc3ccccc3)c(=O)[nH]2)C1 (configuration not stated),9,0.0,28,-17,1,5,-1.5,6
C[C@H]1CCCCO[C@H](CN(C)S(=O)(=O)c2ccc(Cl)cc2)[C@@H](C)CN([C@@H](C)CO)C(=O)c2cc(NS(=O)(=O)c3ccc(F)cc3)ccc2O1,-18,0.0,1,-7,3,22,3.9,-7
O=C(Cc1n[nH]c(=O)c2ccccc12)OCC(=O)N(Cc1ccccc1)Cc1ccccc1,-4,0.0,25,-5,1,-30,-2.3,2
CCN(CC(=O)Nc1ccccc1C(F)(F)F)C(=O)CN1C(=O)NC(C)(c2ccc3ccccc3c2)C1=O (configuration not stated),4,0.0,-24,4,1,-324,-7.8,-1
CCC1(C)NC(=O)N(CC(=O)N2CCC(Cc3ccccc3)CC2)C1=O (configuration not stated),4,0.0,-11,-12,-4,14,2.7,-8
COc1cccc(C2C(C(=O)c3cccs3)=C(O)C(=O)N2CCN2CCOCC2)c1 (configuration not stated),-7,0.1,-2,-3,-9,-7,-1.6,6
Cn1c(/N=C/c2ccc3c(c2)OCO3)nc2ccccc21,-9,/,18,2,-4,-7,-0.2,0
CC(C)NC(=O)Nc1ccc2c(c1)C(=O)N([C@@H](C)CO)C[C@H](C)[C@H](CN(C)C(=O)CCC(F)(F)F)OCCCC[C@@H](C)O2,-1,0.0,6,7,0,11,1.0,/
NS(=O)(=O)c1ccc(N2N=C(c3ccccc3)CC2c2cccc(Cl)c2)cc1 (configuration not stated),-31,1.1,6,-24,/,-15,4.5,-3
C[C@@H]1CCCCO[C@@H](CN(C)C(=O)c2ccccc2)[C@@H](C)CN([C@H](C)CO)C(=O)c2cc(NS(=O)(=O)c3ccc(F)cc3)ccc2O1,-1,-0.6,-11,3,1,10,0.1,-3
CC(C)[C@@H]1Cc2[nH][nH]c(=O)c2[C@H](C(C)C)O1,/,0.0,-20,/,/,-17,0.3,/
CN(CC(=O)Nc1ccccc1Br)C(=O)c1ccncc1,8,0.0,-9,-1,3,-2,2.7,3

# Screening results as filed in PubChem BioAssay.
